# Source: PubChem (National Center for Advancing Translational Sciences (NCATS))
# IDH1 R132H inh: qHTS for Inhibitors of mutant isocitrate dehydrogenase 1 (IDH1): qHTS | Potency, µM (series often up to 76.6 µM), for inactives: at the highest dose activity change, negative = inhibition, actives largely listed as inhibitors | IDH1-R132H enzyme, NADPH consumption, diaphorase/resazurin fluorescence | Isocitrate dehydrogenase [NADP] cytoplasmic (Homo sapiens), O75874 | 0.093% of 390,000 active; also: potency is read from the fitted curve at half-maximal effect; % is scaled to controls: 0 for no effect and ±100 for the full control effect; nearly all actives have a fitted effect of over 65% in size
#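 IDH1-R132H (0.5 ug/mL) preincubated 30 min with compound, then NADPH (0.016 mM) and alpha-KG (2 mM) added; 80 min at RT, pH 7.5. Remaining NADPH coupled via diaphorase/resazurin to fluorescence (540/590 nm); concentration-response curves normalized to no-enzyme control.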
# PGK inhibitor: qHTS Assay to Find Inhibitors of Phosphoglycerate Kinase | Phosphoglycerate kinase, glycosomal (Trypanosoma brucei brucei), P07378 | PGK/GAPDH coupled, Kinase-Glo luminescence, 60 min | Potency, µM (highest dose often 57.5 µM), inactives show top-dose activity change, negative = inhibition, most hits filed as inhibitors | 0.043% of 380,000 active; also: potency is read from the fitted curve at half-maximal effect; % is scaled to controls: 0 for no effect and ±100 for the full control effect; nearly all actives have a fitted effect of over 60% in size
# Target sequence (P07378 whole entry, looked up): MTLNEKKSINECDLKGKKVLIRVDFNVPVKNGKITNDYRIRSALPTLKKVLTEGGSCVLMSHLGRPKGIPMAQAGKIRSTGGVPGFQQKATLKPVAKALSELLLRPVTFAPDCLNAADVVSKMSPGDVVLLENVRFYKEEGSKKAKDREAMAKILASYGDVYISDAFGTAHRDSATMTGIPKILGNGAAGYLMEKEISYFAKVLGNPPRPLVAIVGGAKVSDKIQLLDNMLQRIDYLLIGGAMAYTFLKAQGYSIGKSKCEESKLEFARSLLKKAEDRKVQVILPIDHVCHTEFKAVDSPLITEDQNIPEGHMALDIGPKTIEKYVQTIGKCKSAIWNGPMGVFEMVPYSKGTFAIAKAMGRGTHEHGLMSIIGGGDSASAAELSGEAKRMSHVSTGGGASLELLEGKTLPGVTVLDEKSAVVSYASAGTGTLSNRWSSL
#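 Luminescent ATP detection (Kinase-Glo Plus) follows a 60-minute room-temperature incubation, with wells lacking PGK as controls. Buffer: 100 mM TEA (pH 7.6), 5 mM MgCl2, 0.01% Tween-20. Coupling enzyme GAPDH (100 nM final) supplies unstable 1,3-BPG in-well.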
# TrxR1 inh: qHTS Assay for Inhibitors of Mammalian Selenoprotein Thioredoxin Reductase 1 (TrxR1): qHTS | Thioredoxin reductase 1, cytoplasmic (Rattus norvegicus), O89049 | recombinant rTrxR1, NADPH fluorescence consumption, selenite substrate | Potency, µM (doses to about 114 µM), inactives show at the highest dose activity change, negative = inhibition, most hits filed as inhibitors | 1% of 390,000 active; also: potency is read from the fitted curve at half-maximal effect; % is scaled to controls: 0 for no effect and ±100 for the full control effect; nearly all actives have a fitted effect of over 65% in size
# Target sequence (O89049 whole entry, looked up): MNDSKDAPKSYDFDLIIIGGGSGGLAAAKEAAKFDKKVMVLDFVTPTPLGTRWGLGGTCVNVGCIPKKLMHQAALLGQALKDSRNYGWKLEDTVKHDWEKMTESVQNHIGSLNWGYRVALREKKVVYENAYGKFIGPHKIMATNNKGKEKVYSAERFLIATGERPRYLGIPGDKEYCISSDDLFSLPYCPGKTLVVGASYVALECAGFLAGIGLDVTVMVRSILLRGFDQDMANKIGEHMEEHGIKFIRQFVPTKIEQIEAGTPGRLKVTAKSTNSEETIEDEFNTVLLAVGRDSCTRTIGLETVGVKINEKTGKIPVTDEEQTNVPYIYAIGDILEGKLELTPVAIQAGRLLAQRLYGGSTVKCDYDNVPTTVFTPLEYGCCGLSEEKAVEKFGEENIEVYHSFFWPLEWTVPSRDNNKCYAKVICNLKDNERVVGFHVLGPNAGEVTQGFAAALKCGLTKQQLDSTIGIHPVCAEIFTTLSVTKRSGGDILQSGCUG
#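 Rat TrxR1 (90 nM in the dispensed reagent) was pre-reduced with 400 uM NADPH for 5 min at room temperature, then incubated with compound for 15 min. After 400 uM selenite was added, NADPH fluorescence (Ex 340/Em 450 nm) was followed for 8 min.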
# HP1b chromo inh: HTS for Inhibitors of HP1-beta Chromodomain Interactions with Methylated Histone Tails. AlphaScreen HP1-beta / biotin-H3K9me3 peptide binding. Potency, µM (top dose mostly 114 µM), without a hit: top-dose activity change, negative = inhibition, hits mostly inhibitors. 0.56% of 390,000 active. Chromobox protein homolog 1 (Homo sapiens), P83916; also: potency is read from the fitted curve at half-maximal effect; nearly all actives have a fitted effect of over 70% in size; inactives centre near 23
#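 AlphaScreen: HP1-beta (50 nM) preformed 30 min with biotin-H3(1-18)K9me3 peptide (50 nM) in PBS pH 7.4, 0.01% Tween-20. Compound added for 30 min at RT, then streptavidin donor/nickel chelate acceptor beads (10 ug/mL) for 30 min.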
# PI4K2A inh: qHTS for small molecular inhibitors of PI4K2A. 0.13% of 420,000 active. purified PI4K2A, ADP-Glo luminescence, 1 h; stronger effect = lower value. Phosphatidylinositol 4-kinase type 2-alpha (Homo sapiens), Q9BTU6. AID 1346378, 2018. activity change, negative = inhibition, % at 76.9 µM; in the data active = activity change below about -50%; inconclusive = mostly about -30% to -49%;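 also: -100% = wells without enzyme as full effect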
#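 Compounds are screened against recombinant PI4K2A using PI as substrate and ATP, the latter dispensed at 300 microM. Reactions run one hour at ambient temperature before ADP-Glo detection; full inhibition defined by wells lacking enzyme.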
# Pin1 inh: qHTS Assay to Find Inhibitors of Pin1; Pin1 FP peptide displacement, HiFluor488, 10 min; Potency, µM (highest dose often 115 µM), for the others: top-dose activity, negative = inhibition, usual class: inhibitors; 0.009% of 390,000 active; AID 504891, 2011; active = well fitted inhibition curve with a large enough effect in the polarisation, with a control signal flat, not every such curve was filed as active; inconclusive = small, poorly fitted or top-dose-only effect, or effect the other way, or a change in a side signal; inactive = no such curve, though single readings can be large or run the other way; the % refers to the polarisation; also: potency is read from the fitted curve at half-maximal effect; % is scaled to controls: 0 for no effect and ±100 for the full control effect
# USP1 inh: Inhibitors of USP1/UAF1: Primary Screen; AID 743255, 2014; 0.23% of 390,000 active; Potency, µM (series often up to 57.1 µM), inactives show at the top dose activity change, negative = inhibition, hits mostly inhibitors; recombinant USP1/UAF1, Ub-Rhodamine cleavage fluorescence; Ubiquitin carboxyl-terminal hydrolase 1 (Homo sapiens), O94782; also: potency is read from the fitted curve at half-maximal effect; % is scaled to controls: 0 for no effect and ±100 for the full control effect; nearly all actives have a fitted effect of over 60% in size; inactives centre near -12
#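 1 nM enzyme complex + cpd, 15 min RT; start with Ub-Rho 150nM final; kinetic fluorescence ex 480/em 540, 6 reads q60 s. Buffer 50mM HEPES pH 7.8, 0.5mM EDTA, 0.1 mg/ml BSA, 1mM TCEP, 0.01% Tween-20.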
# GLS inh: qHTS for Inhibitors of Glutaminase (GLS). Glutaminase kidney isoform, mitochondrial (Homo sapiens), O94925. GLS enzymatic activity, qHTS titration. Potency, µM (top dose mostly 45.5 µM), for the others: at the top dose activity change, negative = inhibition, usual class: inhibitors. 0.21% of 410,000 active; also: potency is read from the fitted curve at half-maximal effect; % is scaled to controls: 0 for no effect and ±100 for the full control effect
#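 Two-point fluorescence kinetic (t0, 30 min RT) for hKGA; glutamate detected via glutamate oxidase–HRP–Amplex Red. Substrate: 1 mM L-glutamine solution; buffer 45 mM KH2PO4, pH 8.2.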
# TrxR1 substrate: qHTS Assay for Substrates of Mammalian Selenoprotein Thioredoxin Reductase 1 (TrxR1): qHTS | purified TrxR1 substrate turnover, NADPH consumption readout | Potency, µM (doses to about 114 µM), without a hit: at the highest dose activity change, negative = substrate turnover | 0.01% of 390,000 active | AID 588456, 2011; also: potency is read from the fitted curve at half-maximal effect; % is scaled to controls: 0 for no effect and ±100 for the full control effect; nearly all actives have a fitted effect of over 50% in size
#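 Rat TrxR1, dispensed at 90 nM, was prereduced with 400 uM NADPH (final) for 5 min at ~22 deg C, then incubated with compound 15 min before 400 uM selenite. A first-read NADPH fluorescence drop versus no-compound background flagged substrates.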
# Active calls of the source: *; i = inactive; ? = inconclusive; / = no result given; [ ] = remark or other dose. Unless noted, calls follow the shape of the dose curve; as a rule, active = well fitted curve in the direction sought with a large enough effect; inconclusive = small, poorly fitted or top-dose-only effect, or another doubt; inactive = no such curve, though single readings can be large; an effect the other way counts as inactive or inconclusive. This is a subset. The share of hits here may be higher or lower than overall.
SMILES,IDH1 R132H inh,PGK inhibitor,TrxR1 inh,HP1b chromo inh,PI4K2A inh,Pin1 inh,USP1 inh,GLS inh,TrxR1 substrate
CCOc1ncccc1C(=O)Nc1ccccc1C(=O)NCc1ccc2c(c1)OCO2,6%,-5%,21%,4%,-5,-7%,-11%,-4%,3%
Cn1c(=O)n(C)c2cc([N+](=O)[O-])c(N3CCN(CCO)CC3)cc21,-1%,-7%,6%,24%,0,-7%,-14%,10%,-10%
Cc1c(Br)c([N+](=O)[O-])nn1CC(=O)N(C)Cc1ccccc1,-2%,-9%,-14%[11.4 µM],30%,-3,2%,-22%,-7%,2%[11.4 µM]
COc1cccc(CNC(=O)c2cc3c(cc2Cl)N2CCCCCC2=NS3(=O)=O)c1,3%,2%,-1%,33%,-2,3%,-17%,1%,-3%
Cc1cccc(CSc2[nH]c(=O)ncc2C)c1,5%,-4%,14%,13%[57 µM],7,-1%,-2%,11%,-3%
CCn1c(=O)c(C(=O)NCc2ccccc2)c(O)c2ccccc21,6%,-3%,19%,160%[activator],6,-7%,-5%,0%,0%
Cc1ccc(C2(C)NC(=O)N(CC(=O)Nc3cccnc3Cl)C2=O)cc1 (stereo unspecified),-7%,0%,10%,26%,0,1%,-2%,4%,-3%
Cc1c(Cl)cccc1NC(=O)COC(=O)Cn1cnc2c1c(=O)n(C)c(=O)n2C,-11%,3%,19%,38%,-3,-6%,-21%,0%,3%
Cc1c(Cl)cccc1NC(=O)CN1CCN(CCO)CC1,3%,1%,18%,-29%,3,-1%,-8%,9%,7%
COc1ccc(-n2c(C)cc(C(=O)CN3CCCCC3)c2C)cc1,10%,-4%,-20%,22%,-3,-2%,-9%,3%,-1%
CCc1cc(=O)oc2cc(C)cc(OC(C)C(=O)NCC(O)c3ccccc3)c12 (stereo unspecified),-9%,-4%,13%,33%[activator],2,-5%,-11%,-4%,76%[activator]
O=C(Nc1cccc(Cl)c1)C1=Cc2cc(Cl)ccc2OC1,19%,-2%,-5%,86%[activator],-19,?,-15%,4%,-5%
NS(=O)(=O)OCCCc1ccccc1,-5%,-6%,21%[57.1 µM],13%,1,3%,-5%,17%,10%[57.1 µM]
COc1ncccc1-c1nnn(-c2ccccc2)n1,14%,-15%,9%,59%[activator],-6,-2%,-23%,2%,2%
CCN(C(=O)COC(=O)CCS(=O)(=O)c1ccc(C)cc1)C1CCS(=O)(=O)C1 (stereo unspecified),-1%,i,-9%,21%,2,-7%,-8%,-5%,-6%
CN(C(=O)c1ccncc1)C1CCS(=O)(=O)C1 (stereo unspecified),2%,/,21%,30%,7,-9%,-11%,-5%,7%
CCCOc1ccc(-c2nc(SC)[nH]c(=O)c2C#N)cc1OC,-8%,i,23%,54%[activator],-16,?,-10%,0%,32%[activator]
Cc1cc(Br)c2c(c1)C(O)(N1CCCCC1C)C(=O)N2 (stereo unspecified),2%,4%,-7%[57.1 µM],46%,2,-5%,-1%,3%,3%[57.1 µM]
COc1ccc(CCNS(=O)(=O)c2cccc([N+](=O)[O-])c2)cc1,-7%,2%,17%,21%,8,5%,-9%,5%,1%
Cc1ccccc1/C=C/C(=O)c1ccc([N+](=O)[O-])o1,?,-2%,3.5µM*,?,-6,0%,-18%,22%,-10%
CCC(O)CNC(=O)CCc1nnc(C2(c3ccc(Cl)cc3)CCC2)o1 (stereo unspecified),-13%,i,16%,35%,1,-3%,-8%,-6%,-4%
Cc1cccc(CN2C(=O)[C@@H]3Cc4c([nH]c5ccccc45)C(C)(C)N3C2=O)c1,/,-2%,45%,9%,-1,15%,/,6%,10%[57.1 µM]
COc1ccc(/C=C/C(=O)NCCCc2ccccc2)cc1,3%,1%,-10%,5%,-5,9%,2%,7%,-6%
COc1c(C)cccc1C(=O)NC(=S)Nc1ccccc1N1CCCC1,-6%,i,28%,-3%,1,0%,?,5%,1%
CCCCn1c(N)c(N(CC(C)C)C(=O)C2CCCO2)c(=O)[nH]c1=O (stereo unspecified),1%,5%,6%,20%,-3,8%,-15%,0%,-2%
Cc1cc(C)c(NC(=O)CCN2C(=O)c3ccccc3Sc3ncccc32)c(C)c1,-3%,-2%,-24%,25%,-8,5%,-8%,-3%,5%
O=S(=O)(c1ccc(SCc2cccc(Cl)c2)nc1)N1CCCC1,7%,-9%,2%,134%[activator],-1,14%,-27%,1%,1%
CC1(C)CC(N(Cc2ccc(F)cc2)C(=O)c2ccc(F)cc2)CCO1 (stereo unspecified),8%,i,15%,30%,5,-7%,-7%,6%,1%
CC(=O)c1cccc(NC(=O)C(C)OC(=O)CNC(=O)c2ccc(C)s2)c1 (stereo unspecified),0%,-16%,22%,-6%,-6,0%,-14%,-4%,9%
CCOc1cc(C2C(C(=O)OC(C)C)=C(C)N=C3SCCC(=O)N32)ccc1OC(C)=O (stereo unspecified),0%,6%,-11%,17%,-6,0%,3%,0%,-5%
COc1ccccc1N(CC(=O)NC1CCCC1)C(=O)CNC(=O)c1cccs1,0%,-3%,29%,20%,-3,0%,-11%,-12%,7%
O=C(Nc1ccc(Br)cc1F)c1nc[nH]c1C(=O)N1CCc2ccccc2C1,-4%,-7%,/,/,-4,/,?,-8%,/
CCc1nnc(NC(=O)C2CSC3(C)CCC(=O)N23)s1 (stereo unspecified),4%,-10%,7%[57.1 µM],-1%,-4,20%,4%,1%,3%[57.1 µM]
CC(=O)c1c(C)[nH]c2ccccc2c1=O,13%,-3%,14%,18%,0,-4%,-16%,-12%,6%
Cc1ccsc1/C=C1\SC(=S)N(CC2CCCO2)C1=O (stereo unspecified),-3%,-7%,12%[57.1 µM],45µM*,7,3%,-18%,8%,6%[57.1 µM]
CCOC(=O)c1cc(OC(=O)c2ccccc2)n(-c2ccccc2)n1,-9%,-3%,-5%,-2%,-2,-1%,-9%,21%,-5%
CCCC12CN3CC(C)(CN(C1)C3c1ccc(OC(C)C)cc1)C2=O (stereo unspecified),6%,-1%,19%[57.1 µM],17%,-1,-4%,-3%,4%,4%
COc1ccc(Br)cc1C(=O)Nc1ccc(NC(=O)c2ccco2)cc1,5%,-4%,16%,43%[activator],-2,-1%,-15%,-6%,41%[activator]
COc1ccccc1NC(=S)N(Cc1ccco1)Cc1cc2cc(C)ccc2[nH]c1=O,5%,-1%,9%[57.1 µM],42%[activator],-9,26%,-6%,0%,-21%[57.1 µM]
C/C(=N\NC(=O)c1nnn(-c2nonc2N)c1-c1ccc2c(c1)OCO2)c1cccs1,-11%,3%,0%,24%,-2,-8%,-20%,7%,-2%
COc1ccc(-c2[nH]ncc2CN2CCCOc3c(cccc3OC)C2)c(OC)c1,0%,-4%,5%[57.1 µM],23%,-1,-4%,-18%,-1%,3%[57.1 µM]
O=C(N/N=C/c1ccncc1)c1ccc(COc2cccc3cccnc23)cc1,14%,-3%,-8%,20%,3,?,-15%,5%,-4%
Cn1ncc2c(N3CCC(Cc4ccccc4)CC3)ncnc21,0%,0%,12%[57.1 µM],3%,-4,8%,-4%,0%,8%
COC(=O)c1ccccc1S(=O)(=O)N1CCC(C(=O)NCc2ccccn2)CC1,-2%,-2%,/,/,-1,/,-12%,1%,/
O=C(NCCc1nc2ccccc2n1Cc1ccccc1)c1ccco1,10%,0%,26%,34%,2,-7%,13%,-8%,24%
COc1ccc2nc3c(nc2c1)CCCC3,-3%,-4%,3%[57.1 µM],5%,0,3%,-19%,7%,58%[activator][57.1 µM]
N=c1sccn1CC(=O)NC(c1ccccc1)c1ccccc1,2%,1%,19%[57.1 µM],17%,5,-10%,-6%,0%,-4%
COc1ccc(Nc2ncc3c(n2)CCN(Cc2ccc(Br)s2)C3)c(OC)c1,-8%,-1%,14%[57.1 µM],-17%,0,-6%,-20%,-9%,-1%[57.1 µM]
COc1ccc(C(=O)NNC(=O)C(=O)/C=C(\O)c2ccc(C)cc2)cc1,-2%,-4%,-5%,20%,-2,5%,-24%,24%,-2%
Cc1ccnc(NS(=O)(=O)c2ccc(NS(=O)(=O)c3cccs3)cc2)n1,-2%,-1%,6%,29%,2,6%,-21%,-6%,4%
COc1ccc(CCN2C(=O)c3cccc4c(C(=O)N5CCCCC5)ccc(c34)C2=O)cc1OC,1%,i,-6%,-11%,-2,-5%,-25%,7%,-9%
